Compound activity as filed in PubChem BioAssay.
VP16 counter: VP16 counterscreen qHTS for inhibitors of ROR gamma transcriptional activity; Potency, µM (titrated, usually from 53.6 µM), without a hit: at the top dose activity, negative = inhibition, usual class: inhibitors; 3.5% of 310,000 active; Drosophila S2 Gal4-VP16 UAS-luciferase, luminescence, 20 h;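 further: Gal4-VP16 expression switched on by copper sulfate through the metallothionein promoter; potency means the concentration at half of the fitted maximal effect; on the % scale 0 is the no-effect control and ±100 the full control effect; nearly all actives have a fitted effect of over 50% in size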
Rab9 prom act: qHTS Assay for Rab9 Promoter Activators | AID 485297, 2010 | Potency, µM (titrated, usually from 9.22 µM), for inactives: at the top dose activation, negative = inhibition, usual class: activators | Huh7 Rab9 promoter-luciferase reporter, luminescence, 24 h | 2.8% of 320,000 active; further: potency means the concentration at half of the fitted maximal effect; % of control where 0% means no effect; nearly all actives have a fitted effect of over 60% in size
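Luminescence read-out: Huh7 cells stably expressing Rab9-luciferase, treated 24 h with compound at 37 °C, then lysed with luciferase reagent for 10 min at ambient before reading.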
FLuc modulator: qHTS profiling assay for firefly luciferase inhibitor/activator using purifed enzyme and Km concentrations of substrates (counterscreen for miR-21 project) | Luciferin 4-monooxygenase (Photinus pyralis), P08659 | 6.9% of 360,000 active | Potency, µM (titrated, usually from 57.5 µM), for the others: at the top dose activity change, negative = inhibition, usual class: inhibitors | purified FLuc, Km substrates, luminescence inhibition;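 further: potency means the concentration at half of the fitted maximal effect; plate controls were vehicle for no effect and reference inhibitor for full effect; nearly all actives have a fitted effect of over 55% in size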
Target sequence (P08659 whole entry, looked up): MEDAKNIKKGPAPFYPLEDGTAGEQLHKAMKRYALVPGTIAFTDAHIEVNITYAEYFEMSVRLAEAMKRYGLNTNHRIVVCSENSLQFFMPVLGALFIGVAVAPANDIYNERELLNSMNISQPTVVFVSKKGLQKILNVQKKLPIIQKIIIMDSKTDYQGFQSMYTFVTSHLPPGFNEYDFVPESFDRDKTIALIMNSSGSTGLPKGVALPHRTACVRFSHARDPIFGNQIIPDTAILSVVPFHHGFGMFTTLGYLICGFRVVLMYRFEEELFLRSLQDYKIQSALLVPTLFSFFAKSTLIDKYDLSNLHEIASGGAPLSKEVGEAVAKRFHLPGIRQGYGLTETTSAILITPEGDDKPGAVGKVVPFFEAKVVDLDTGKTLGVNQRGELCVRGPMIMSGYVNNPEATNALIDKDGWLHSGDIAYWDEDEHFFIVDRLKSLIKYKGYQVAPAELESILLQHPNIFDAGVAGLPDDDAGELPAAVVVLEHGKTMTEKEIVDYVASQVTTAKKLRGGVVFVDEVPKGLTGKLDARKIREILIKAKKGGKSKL
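Purified P. pyralis luciferase (10nM final) with 10uM D-luciferin and 10uM ATP (Km levels) in 50mM Tris acetate pH 7.5, 10mM Mg acetate, 0.01% Tween-20, 0.05% BSA; qHTS 6-point titration, ~60 µM downward; luminescence read.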
PKM2 act: qHTS Assay for Activators of Human Muscle isoform 2 Pyruvate Kinase; 0.34% of 260,000 active; AID 1631, 2009; purified PKM2, Kinase-Glo ATP luminescence, activation; response scale: 0% is enzyme alone, no compound; Potency, µM (highest dose often 57.5 µM), for inactives: top-dose activation, most hits filed as activators; Pyruvate kinase PKM (Homo sapiens), P14618; further: potency means the concentration at half of the fitted maximal effect; on the % scale 0 is the no-effect control and ±100 the full control effect; nearly all actives have a fitted effect of over 55% in size
Target sequence (P14618 whole entry, looked up, canonical isoform): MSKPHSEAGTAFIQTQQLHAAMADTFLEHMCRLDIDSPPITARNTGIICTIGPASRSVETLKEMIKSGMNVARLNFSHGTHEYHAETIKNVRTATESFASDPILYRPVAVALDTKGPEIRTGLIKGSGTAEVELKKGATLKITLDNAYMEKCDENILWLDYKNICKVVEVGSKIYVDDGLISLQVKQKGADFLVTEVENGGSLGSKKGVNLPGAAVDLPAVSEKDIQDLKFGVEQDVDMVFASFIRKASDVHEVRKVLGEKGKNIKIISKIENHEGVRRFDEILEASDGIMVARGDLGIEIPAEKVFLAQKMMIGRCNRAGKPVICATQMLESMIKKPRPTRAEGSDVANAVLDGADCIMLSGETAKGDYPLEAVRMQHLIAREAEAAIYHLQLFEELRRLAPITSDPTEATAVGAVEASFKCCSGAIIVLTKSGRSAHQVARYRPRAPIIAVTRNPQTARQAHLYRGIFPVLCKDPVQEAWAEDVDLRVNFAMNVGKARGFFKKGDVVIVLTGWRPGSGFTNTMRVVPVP
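Purified hPK-M2 (>95%) run at intermediate activity with 0.1 mM ADP and 0.5 mM PEP in 50 mM imidazole pH 7.2, KCl, MgCl2; 1 h room temperature. ATP formed read by Kinase-Glo luminescence; normalized to uninhibited and no-enzyme controls.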
BRCA1 expr act: qHTS Assay to Identify Small Molecule Activators of BRCA1 Expression | MCF7-BRCA1-FFLuc reporter, luminescence, 48 h; response scale: scaled: vehicle 0%, 10 µM genistein 100% | Potency, µM (highest dose often 46.1 µM), inactives show at the top dose activation, usual class: activators | 1.1% of 380,000 active | AID 624202, 2012; further: potency means the concentration at half of the fitted maximal effect; nearly all actives have a fitted effect of over 80% in size; some results filed as inactive show a strong effect at the top dose
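MCF7 cells carrying a BRCA1-firefly luciferase reporter (2000 cells/well, phenol-red free MEM) were attached for 2 h at 37 °C, then given compounds for 48 h. Luminescence was read 15 min after luciferase reagent; activity normalized to genistein (10 microM) and DMSO.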
p53 reactivation: qHTS assay for re-activators of p53 using a Luc reporter. H1299 p53-A138V BP100-luciferase reporter, luminescence, 24 h. Potency, µM (doses to about 92.2 µM), for the others: top-dose activity change, positive = activation, hits mostly activators. 0.063% of 320,000 active. AID 504706, 2011; further: potency means the concentration at half of the fitted maximal effect; % of control where 0% means no effect; nearly all actives have a fitted effect of over 45% in size
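p53-null H1299 cells stably carrying temperature-sensitive p53-A138V and a BP100-luciferase reporter were pinned with compounds (4-point, 1:5 series) and held 24 hrs at 37 deg C. Luminescence was read 10 min after detection reagent.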
RORgamma inh: qHTS for inhibitors of ROR gamma transcriptional activity. Potency, µM (titrated, usually from 53.6 µM), without a hit: at the top dose activity change, negative = inhibition, actives largely listed as inhibitors. Nuclear receptor ROR-gamma (Mus musculus), P51450. Drosophila S2 Gal4-RORgamma UAS-luciferase reporter, 20 h. 5.4% of 310,000 active. AID 2551, 2010; further: potency means the concentration at half of the fitted maximal effect; on the % scale 0 is the no-effect control and ±100 the full control effect; nearly all actives have a fitted effect of over 60% in size
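Using a luciferase readout, inhibitors were identified by reduced reporter activity in Drosophila cells coexpressing a copper-inducible Gal4–ROR gamma fusion and UAS-driven Photinus luciferase, incubated 20 hr after 700 uM copper sulfate.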
Menin-MLL TR inh: qHTS Assay for Inhibitors Targeting the Menin-MLL Interaction in MLL Related Leukemias: Competition With Texas Red Labeled MLL-derived Mutant Peptide. Potency, µM (series often up to 61.6 µM), for inactives: at the highest dose FP activity change, negative = inhibition, usual class: inhibitors. Menin + Texas Red MLL mutant peptide, fluorescence polarization. O00255. AID 1768, 2009. 0.23% of 270,000 active; active means well fitted inhibition curve with a large enough effect in the polarisation, with a control signal flat, not every such curve was filed as active; inconclusive means small, poorly fitted or top-dose-only effect, or effect the other way, or a change in a side signal; inactive means no such curve, though single readings can be large or run the other way; the % refers to the polarisation; further: potency means the concentration at half of the fitted maximal effect; % of control where 0% means no effect; many of its hits are not listed in these tables
Giardia killer: Small Molecules that selectively kill Giardia lamblia: qHTS. Giardia lamblia trophozoite viability. activity change, % at 7.66 µM, hits read low. 0.15% of 340,000 active; in the data active means activity change below about -80%; inconclusive means between about -30% and that limit;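 further: parasites exposed to compound for two days anaerobically before the ATP read; on the % scale 0 is the no-effect control and ±100 the full control effect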
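Media and compound were dispensed first, then trophozoites at 100 cells/well; plates sat 48 hrs at 37 deg C without oxygen before ATP luminescence reagent was added and read after 15-30 min at room temperature.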
ELG1 genotox: qHTS screen for small molecules that induce genotoxicity in human embryonic kidney (HEK293T) cells expressing luciferase-tagged ELG1 | HEK293T ELG1-luciferase reporter, luminescence, 16 h | Potency, µM (doses to about 46 µM), inactives show top-dose activity change, positive = activation, most hits filed as activators | 1.3% of 330,000 active | AID 504466, 2011; further: potency means the concentration at half of the fitted maximal effect; % of control where 0% means no effect; nearly all actives have a fitted effect of over 60% in size
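DMSO vehicle served as control against compound-treated ELG1-luciferase HEK293T cells; exposure lasted 16 hr at 37 °C and 5% CO2, followed by ONE-Glo luminescence detection after 30 min.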
NPC1 prom act: qHTS Assay for NPC1 Promoter Activators. Huh7 NPC1 promoter luciferase reporter, 24 h. Potency, µM (doses to about 9.22 µM), inactives show at the highest dose activation, usual class: activators. 2.4% of 320,000 active. AID 485313, 2010;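 further: potency means the concentration at half of the fitted maximal effect; % of control where 0% means no effect; nearly all actives have a fitted effect of over 60% in size; reporter is driven by a mutant NPC1 promoter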
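Compounds in DMSO were transferred onto Huh7 NPC1-luciferase reporter cells pre-incubated 2 h; after 24 h at 37 °C, Amplite reagent was dispensed and luminescence recorded 10 min later.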
An asterisk follows results filed as active; u = inconclusive; x = not tested or not shown; [ ] = another dose, or the depositor's remark. Unless noted, the call rests on the fitted dose curve; in most records, active means well fitted curve in the direction sought with a large enough effect; inconclusive means small, poorly fitted or top-dose-only effect, or another doubt; inactive means no such curve, though single readings can be large; an effect the other way counts as inactive or inconclusive. Some of the compounds tested; count on the stated rates, not on these rows.

SMILES	VP16 counter	Rab9 prom act	FLuc modulator	PKM2 act	BRCA1 expr act	p53 reactivation	RORgamma inh	Menin-MLL TR inh	Giardia killer	ELG1 genotox	NPC1 prom act
COc1ccc(S(=O)(=O)Nc2cccc(-c3ccc(N4CCCCCC4)nn3)c2)c(OC)c1	27%	u	8.5µM*	x	77%	2%	u	x	-9	u	u
COc1ccc(C(=O)C2CCCN(C(=O)Cc3c(C)noc3C)C2)cc1OC (centres undefined)	9%	-1%	-9%	-2%	-1%	1%	9%	-2%	27	1%	1%
O=C(CC1C(=O)NCCN1Cc1cccc(Oc2ccccc2)c1)NCCn1cccn1 (centres undefined)	4%	-5%	-3%	3%	0%	-2%	21%	-21%	9	0%	-8%
C[N+]1(CC2COC3(CCCCC3)O2)CCCC1 (centres undefined)	-14%	-7%	-2%	-2%	-8%	-16%	-4%	2%	1	0%	0%
O=C(Nc1ccccc1)c1cccc(C(=O)Nc2ccccc2)n1	-2%	-1%	2%	-3%	14%	9%	-6%	x	-1	9%	-1%
N#CC(c1ccccc1)c1ccc(=O)[nH]n1 (centres undefined)	-12%	-12%	0%	-3%	-6%	-4%	-5%	12%	-10	1%	0%
O=c1cc2c(n[nH]1)-c1ccccc1CC2	6%	3%	1%	x	6%	-5%	-17%	2%	24	4%	-11%
COc1ccccc1NC(=S)NCc1ccccc1Cl	7.1µM*	-2%	0%	-1%	4%	-4%	8.9µM*	-10%	9	-2%	0%
CCCc1nnc(NC(=O)c2c(O)c3c([nH]c2=O)CCCC3)s1	4%	u	2%	-5%	5%[1.84 µM]	1%	7%	3%	16	3%	28%
COc1ccc(NCc2nc3ccccc3n2CCOc2ccc(C)cc2)cc1	u	14%	u	1%	-65%[inhibitor]	17%	20µM*	-5%	-17	u	16%
CCOc1ccc(N2C(=O)S/C(=C\c3cc(OC)c(OC)c(OC)c3)C2=O)cc1	-11%	-5%	0%	0%	2%	-2%	-20%	x	4	0%	-1%
COc1cc2c(cc1OC)C(CC#N)=NC(C)(C)C2	-5%	-2%	0%	-3%	-23%	-2%	4%	-1%	-17	8%	5%
O=C(Cc1ccccc1)c1ccc(Cl)cc1	-4%	0%	u	0%	4%	10%	u	x	2	4%	-2%
Cc1onc(-c2c(F)cccc2Cl)c1C(=O)NC(C)c1ccccc1 (centres undefined)	2%	3%	0%	x	-2%	-4%	17%	u	-19	0%	-2%
Cc1cccc(NC(=O)Nc2cnccn2)c1	9%	-9%	u	3%	20%	-1%	31%	7%	2	0%	0%
CCOCCCn1c(=S)[nH]c2cc(C(=O)NCCOC)ccc2c1=O	-2%	1%	0%	8%	2%	13%	18%	-27%	-16	1%	-1%
Cc1ccc(N(CC(=O)N2CCOCC2)S(=O)(=O)c2ccccc2)cc1	-1%	-2%	-1%	7%	18%	2%	6%	3%	5	-3%	2%
O=C(C1=C(O)C(=O)N(CCOCCO)C1c1cccc([N+](=O)[O-])c1)c1cccs1 (centres undefined)	2%	-2%	1%	-3%	0%	2%	14%	x	-16	1%	-7%
CCN=C1S/C(=C\c2sccc2C)C(=O)N1CC	u	u	12µM*	7%	u	u	14%	-15%	-4	u	u
O=C(O)c1ccc(Cl)c(S(=O)(=O)N2CCC(Cc3ccccc3)CC2)c1	-8%	0%	3%	2%	0%	2%	-19%	13%	2	1%	2%
C/C=C/C=[N+](\[O-])C(C)/C(=N/O)c1ccc(F)cc1 (centres undefined)	-16%	-8%	1%	-10%	-17%	-2%	-8%	11%	27	-1%	-5%
Oc1ccccc1-c1cc(C(F)(F)C(F)F)nc(-c2ccccc2)n1	-6%	8%	-1%	1%	-26%	9%	-35%	11%	-14	-1%	-7%
Cc1ccc(N2CCN(C(=O)N3CCCC3)CC2)cc1Cl	x	-8%	0%	5%	7%	-6%	-8%[0.365 µM]	-22%	3	-2%	1%
CCCc1ccc(C(=O)O/N=C(\N)c2ccccn2)cc1	11µM*	-22%	0.067µM*	-29%[11.5 µM]	u	x	13µM*	-5%	7	0.41µM*	-20%

Profiles, quoted from the list. Screens in order: VP16 counter | Rab9 prom act | FLuc modulator | PKM2 act | BRCA1 expr act | p53 reactivation | RORgamma inh | Menin-MLL TR inh | Giardia killer | ELG1 genotox | NPC1 prom act
Record of O=C(Cc1ccccc1)c1ccc(Cl)cc1 = -4% | 0% | u | 0% | 4% | 10% | u | x | 2 | 4% | -2%
Record of Cc1onc(-c2c(F)cccc2Cl)c1C(=O)NC(C)c1ccccc1 (centres undefined) = 2% | 3% | 0% | x | -2% | -4% | 17% | u | -19 | 0% | -2%

(listing goes on)
SMILES	VP16 counter	Rab9 prom act	FLuc modulator	PKM2 act	BRCA1 expr act	p53 reactivation	RORgamma inh	Menin-MLL TR inh	Giardia killer	ELG1 genotox	NPC1 prom act
Cc1cc(C)n(CC(=O)Nc2cccc(C(F)(F)F)c2)n1	3%[10 µM]	-8%	-4%	-5%	2%	1%	-15%	0%	11	5%	-5%
Cc1ccc(C2CC(c3cccs3)n3nc(N)nc3N2)cc1 (centres undefined)	22%	-5%	-13%	2%	1%	-4%	-27%	-7%	11	0%	-1%
COc1cc(CC(=O)Nc2cccc(C(F)(F)F)c2)cc(OC)c1OC	-22%	-2%	1%	-4%	-22%	-6%	u	10%	0	13%	-8%
COc1ccc(/C=C(\NC(=O)c2ccc([N+](=O)[O-])cc2)C(=O)NCCN2CCOCC2)cc1	2%	0%	0%	x	1%	-3%	40%	-15%	1	-4%	5%
Cc1c(NC(=O)C2(c3ccccc3)CCCC2)c(=O)n(-c2ccccc2)n1C	-8%	-1%	0%	1%	-18%	4%	8%	7%	8	4%	-1%
CC1Sc2ccc(S(=O)(=O)NCCc3ccc(S(N)(=O)=O)cc3)cc2NC1=O (centres undefined)	-7%	-13%	1%	x	0%	2%	-17%	x	12	1%	-1%
CN(CC(=O)Nc1ccc(Cl)c(Cl)c1)C(=O)C1CCCC1	x	0%	-1%	x	1%	u	x	x	-1	1%	-6%
CS(=O)(=O)Nc1ccc(C(=O)Nc2ccccc2-c2ccccc2)cc1	5%	7%	1%	-1%	-11%	x	u	-10%	1	1%	-1%
O=C(NNS(=O)(=O)c1ccccc1)c1ccc(F)cc1	12%	1%	2%	0%	12%	x	-19%	15%	-15	-3%	7%
CCCCCCCCn1c(=O)c(C(=O)OCC)c(O)c2ccccc21	7%	-6%	4%	-7%	-12%	6%	11%	x	-23	-1%	5%
CC(=O)Nc1ccc(-c2csc(NC(=O)C3CCN(S(=O)(=O)c4cccs4)CC3)n2)cc1	-14%	-9%	-7%	-21%	-55%	-2%	-9%	-5%	-14	-8%	8%
CC(=O)Nc1ccc(S(=O)(=O)N(CCc2ccccc2)CC(=O)N/N=C/c2ccc(C(=O)O)cc2)cc1	-3%	-21%	0%	-2%	-4%	3%	-14%	34%[activator]	u	0%	-3%
COc1ccccc1N1CC(C)C(=O)NC1=S (centres undefined)	-7%	1%	1%	0%	29%	-10%	-14%	15%	5	0%	0%
CCC(=O)N1CCN(c2ccc(NC(=S)NC(=O)c3cc4ccccc4o3)cc2)CC1	4µM*	-10%	-13%	-1%	16%	1%	13µM*	x	3	-6%	-9%
Cc1cccc2cc(CN(CC3CCCO3)C(=O)c3cccnc3)c3nnnn3c12 (centres undefined)	-4%	-5%	0%	-4%	3%	11%	-6%	-17%	23	0%	0%
COc1ccc(C(=O)NC(=S)Nc2ccccc2[N+](=O)[O-])cc1OC	17%	-2%	-9%	-1%	0%	10%	7.1µM*	4%	7	3%	-4%
Cc1ccc(NS(=O)(=O)c2ccc(C(=O)OCC(=O)NCC3CCCO3)cc2)cc1 (centres undefined)	0%	12%	5%	-1%	-2%	3%	u	10%	22	-4%	-1%
Cc1cc(=O)[nH]c2nnc(SCC(=O)N3CC(C)OC(C)C3)n12 (centres undefined)	x	-1%	-2%	x	1%	-5%	x	x	6	0%	-2%
COc1cccc(NC(=O)COc2ccccc2)c1	10%	19%	u	-1%	-5%	x	10%[1.91 µM]	11%	26	u	u
